Assay outcomes: PubChem BioAssay, National Center for Advancing Translational Sciences (NCATS)
ALOX15B inhib: 15-hLO-2 (ALOX15B) enzyme inhibition; O15296; purified 15hLO-2, xylenol orange hydroperoxide absorbance; Potency, µM (doses to about 57.1 µM), without a hit: at the top dose activity change, negative = inhibition, actives largely listed as inhibitors; 110,000 tested, 0.56% active; AID 881; note: potency is the fitted concentration of half-maximal effect; nearly all actives have a fitted effect of over 60% in size; many of its hits are not listed in these tables
Target sequence (O15296 whole entry, looked up): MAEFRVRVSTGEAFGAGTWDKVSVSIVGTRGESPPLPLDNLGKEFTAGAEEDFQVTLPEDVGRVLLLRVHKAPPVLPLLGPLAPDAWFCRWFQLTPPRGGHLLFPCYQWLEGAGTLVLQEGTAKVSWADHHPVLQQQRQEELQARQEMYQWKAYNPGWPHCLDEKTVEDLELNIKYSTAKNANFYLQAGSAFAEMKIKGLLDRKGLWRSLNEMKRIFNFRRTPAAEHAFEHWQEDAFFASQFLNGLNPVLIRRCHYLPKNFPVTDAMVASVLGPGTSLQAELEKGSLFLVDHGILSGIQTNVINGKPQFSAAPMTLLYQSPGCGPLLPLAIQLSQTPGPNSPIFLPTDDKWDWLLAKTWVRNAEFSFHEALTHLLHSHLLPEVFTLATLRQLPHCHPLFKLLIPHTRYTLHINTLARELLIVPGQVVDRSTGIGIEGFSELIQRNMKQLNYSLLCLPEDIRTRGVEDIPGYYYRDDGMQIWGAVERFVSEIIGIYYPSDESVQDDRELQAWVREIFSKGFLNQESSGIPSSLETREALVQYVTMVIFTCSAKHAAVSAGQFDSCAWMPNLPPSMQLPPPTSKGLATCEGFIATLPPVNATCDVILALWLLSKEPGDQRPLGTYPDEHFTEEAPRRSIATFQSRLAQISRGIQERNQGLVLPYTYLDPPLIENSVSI
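Screening format was qHTS against 50 nM purified 15hLO-2 in Hepes pH 7.5 with detergent. Activity follows hydroperoxide formation from 45 uM arachidonic acid, measured as 573:405 nm absorbance ratio of the ferric-xylenol orange complex.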
ALOX12 inhib: blocks human 12-lipoxygenase activity. P18054. purified 12-hLO, xylenol orange hydroperoxide absorbance. Potency, µM (titrated, usually from 57.1 µM), without a hit: at the top dose activity change, negative = inhibition, hits mostly inhibitors. 150,000 tested, 0.12% active; note: potency is the fitted concentration of half-maximal effect; nearly all actives have a fitted effect of over 55% in size; many of its hits are not listed in these tables
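Xylenol orange chromogenic assay: hydroperoxide from 12hLO oxidises Fe(II), giving red-shifted Fe(III)-XO absorbance. Conditions: 150 nM enzyme, 40 uM arachidonic acid, 25 mM Hepes pH 7.0, 0.01% Triton X-100, 30 min, room temperature.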
IMPase cell inh: IMPase inhibition in cells | P97697 | CHO-M1 cells, IP1 accumulation, HTRF TR-FRET ratio | inhibition (IP1 accumulation), % at 46.1 µM | 120,000 tested, under 10 active; active = well fitted curve in the direction sought with a large enough effect in the signal ratio, not every such curve was filed as active; inconclusive = small, poorly fitted or top-dose-only effect, or a change in a side signal; inactive = no such curve, though single readings can be large or run the other way; the % refers to the signal ratio;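 note: cells stimulated with carbachol in lithium chloride buffer; plate controls were DMSO basal wells for no effect and reference inhibitor wells for full effect; higher means more IMPase inhibition seen as more IP1 and lower FRET ratio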
Target sequence (P97697 whole entry, looked up): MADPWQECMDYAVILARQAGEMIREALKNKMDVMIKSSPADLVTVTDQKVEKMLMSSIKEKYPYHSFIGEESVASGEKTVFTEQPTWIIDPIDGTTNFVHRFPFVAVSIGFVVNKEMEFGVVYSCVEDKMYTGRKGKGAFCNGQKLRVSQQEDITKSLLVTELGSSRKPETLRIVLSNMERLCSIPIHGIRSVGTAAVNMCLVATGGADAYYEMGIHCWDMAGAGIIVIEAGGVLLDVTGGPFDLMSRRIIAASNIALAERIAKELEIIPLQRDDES
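CHO-M1, 2000 cells/well, cultured 16–30 h; cpd up to 46 uM; carbachol (50 uM solution, stimulation buffer w/ 50 mM LiCl, pH 7.4), 30 min 37C; IP-One TR-FRET, 10 min RT; Ex 320/Em 665, 620; Hill-fit AC50.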
PNC inhibitor: inhibitors of perinucleolar compartment assembly. PC3M PTB-GFP, PNC prevalence imaging, 16 h; hits give low values. activity change (PNC), negative = inhibition, % at 10 µM. 140,000 tested, 3.1% active. AID 2417;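 active = readout at or below -70, meaning at least 70% loss of cells showing the perinucleolar compartment, a nuclear body marking cancer cells; inconclusive = readout between -30 and a set limit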;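 note: plate controls were DMSO wells for no effect and camptothecin positive control wells for full effect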
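Compounds are pinned in duplicate onto adhered PC3M cells stably expressing GFP-tagged PTB and incubated 16 h at 37 C. Cells are then fixed, nuclei stained with Hoechst, and PNC-positive cells counted.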
* marks the source's active call; other numbers are inactive results; ? = inconclusive; / = not tested or not shown; [ ] = another dose, or the depositor's remark. Unless noted, calls come from the whole dose curve; as a rule, active = well fitted curve in the direction sought with a large enough effect; inconclusive = small, poorly fitted or top-dose-only effect, or another doubt; inactive = no such curve, though single readings can be large; an effect the other way counts as inactive or inconclusive. Unless noted, % is set by controls: 0 for no effect and ±100 for the full control effect. The list is partial; count on the stated rates, not on these rows.

Each structure is followed by: IMPase cell inh	ALOX15B inhib	PNC inhibitor	ALOX12 inhib
> CCn1cc(Cl)c(C(=O)NNC(=O)CCn2cc([N+](=O)[O-])cn2)n1
 : /	/	?	-1%
> Cc1ccc(C)c(NC(=O)CN(C)S(=O)(=O)c2ccccc2)c1
 : -8	0%	50	-5%
> Cc1ccc(NC(=O)CCSc2nnc(-c3ccco3)o2)cc1
 : -6	4%	-4	3%
> CCCNC(=O)COc1ccc(S(=O)(=O)Nc2ccc(C)cc2)cc1
 : -4	-5%	?	1%
> c1csc(CN2CCOCC2)c1
 : 6	-6%	11	1%
> COc1cc(NC(=O)C2=C(N3CCOCC3)/C(=C/c3ccc(Cl)cc3)CC2)cc(OC)c1OC
 : 0	/	?	-3%
> CCOC(=O)N1CCC(NC(=O)c2cc(C(=O)NC3CCCC3)ccc2CO)CC1
 : 1	-2%	?	-2%
> CN1C(=S)SC(N(O)C(=O)Nc2ccccc2)C1(C)C (stereo not drawn)
 : -3	-13%	?	1%
> Cc1oc(C(=O)O)cc1CSc1nnc(-c2ccccc2)n1C
 : -7	4%	-29	-1%
> Cc1ccc(-n2c(=O)[nH]c3c(C(N)=O)nc(CC(C)C)nc32)cc1
 : 11	3%[2.29 µM]	-6	4%
> O=C(N/N=C/c1cn(-c2ccccc2)nc1-c1ccccc1)c1ccco1
 : 5[1.84 µM]	6%[11.4 µM]	27	-2%
> CCCCCOC(=O)Cc1c(O)c2ccccc2[nH]c1=O
 : -21	-6%	?	2%
> COC(=O)c1cc(C)sc1NC(=O)C1C2C=CC(CC2)C1C(=O)O (stereo not drawn)
 : /	/	?	-1%
> O=C(c1ccccc1)c1cnc(Nc2ccccc2Cl)s1
 : -4	-7%	60	2%
> CCn1c(=O)cc(OCC(=O)Nc2cccc(C)n2)c2ccccc21
 : -2	-1%	48	0%
> CN1CCN(CC(=O)N(Cc2c(C#N)c3ccccc3n2C)c2ccccc2)CC1
 : -2	1%	-2	4%
> CCC(=O)N(Cc1ccco1)c1nc(-c2cc(OC)ccc2OC)cs1
 : -9	/	-100*	-1%
> CC(c1ccccc1)N1CCn2c(nc3cc(NC(=O)c4cccs4)ccc32)C1 (stereo not drawn)
 : 2	19%	-5	-4%
> COc1ccc(/C=C/C(=O)O)cc1COc1ccccc1C
 : /	/	?	-5%
> Cc1nc2cc(NC(=O)N3c4ccccc4CC3C)ccc2n1C (stereo not drawn)
 : 0	3%	?	1%
> COc1ccc(-c2cc(C(=O)N/N=C/c3ccc4c(c3)OCO4)c3ccccc3n2)c(OC)c1
 : -19	-15%	17	-22%
> CC(=O)OCC(=O)[C@@]1(O)[C@H](C)C[C@@H]2[C@H]3CCC4=CC(=O)C=C[C@]4(C)[C@]3(F)[C@@H](O)C[C@@]21C
 : 4[20.6 µM]	-1%[25.6 µM]	/	-2%[25.6 µM]
> Cc1cc(NC(=O)Cn2cnc3sc(C)c(-c4ccccc4)c3c2=O)no1
 : -1	/	102	0%
> COc1ccc(Cl)cc1NC(=O)C(C)N(C)Cc1ccc(C(F)(F)F)cc1 (stereo not drawn)
 : 8	/	-15	1%
> CC1CN(c2cc(=O)n(-c3cccc(Br)c3)c(=O)[nH]2)CC(C)O1 (stereo not drawn)
 : 14	-1%	-1	0%
> COc1ccc(-c2nc3cnc(N(C)C)nc3n(CCc3ccccc3)c2=O)cc1
 : /	2%	/	-5%
> N#Cc1nc(-c2ccc(OCc3ccc(Cl)cc3)cc2)oc1N1CCOCC1
 : -1	-9%	33	0%
> CCOC(=O)C1=C(C)N(CCCC(=O)NCc2ccc3c(c2)OCO3)C(=O)NC1c1ccc(Br)cc1 (stereo not drawn)
 : /	/	31	-1%
> CCCNC(=O)c1ccc2nc(-c3ccccc3)c(-c3ccccc3)nc2c1
 : 0[1.84 µM]	-11%[11.4 µM]	?	6%
> CSc1cccc(NC(=O)C2CCCN2S(=O)(=O)c2ccc(Br)s2)c1 (stereo not drawn)
 : 2	-3%	?	-7%
> Cc1cnc(NC(=O)C(C)N2C(=O)C3CC=CCC3C2=O)s1 (stereo not drawn)
 : 1	0%	?	-2%
> NS(=O)(=O)c1ccc(NCc2cc(Cl)ccc2OCc2ccc(F)cc2)cc1
 : /	/	1	-6%
> C=CCOc1ccc(C2C(C#N)=C(N)N(Nc3ccccc3)C3=C2C(=O)CC(C)(C)C3)cc1OC (stereo not drawn)
 : 4	-16%	16	-14%
> COc1ccc2c(c1)C(C)CC(C)(C)N2C(=O)NC1CCCCC1 (stereo not drawn)
 : /	/	19	-3%
> COCCOC(=O)c1cc(C(=O)c2cc(F)ccc2O)coc1=N
 : 1	/	106	7%
> COc1ccccc1-c1nc(SCC(=O)O)n[nH]1
 : 8	6%	-29	1%
> COc1cc(NS(=O)(=O)c2ccc(N/C=C(\C=O)c3nc4ccccc4o3)cc2)nc(OC)n1
 : 1	/	?	-6%
> COc1ccccc1OCCOC(=O)Nc1ccccc1
 : 4	/	77	1%
> COc1ccc2cc(C(=O)NCCO)sc(=O)c2c1OC
 : 0	/	-4	-3%
> O=c1[nH]cnc2cc(Cl)ccc12
 : 6	-14%	-30	0%

3 compounds drawn at random from the list so far:
Each structure is followed by: IMPase cell inh	ALOX15B inhib	PNC inhibitor	ALOX12 inhib
> COc1ccccc1OCCOC(=O)Nc1ccccc1
 : 4	/	77	1%
> COc1cc(NS(=O)(=O)c2ccc(N/C=C(\C=O)c3nc4ccccc4o3)cc2)nc(OC)n1
 : 1	/	?	-6%
> NS(=O)(=O)c1ccc(NCc2cc(Cl)ccc2OCc2ccc(F)cc2)cc1
 : /	/	1	-6%

Next section
Each structure is followed by: IMPase cell inh	ALOX15B inhib	PNC inhibitor	ALOX12 inhib
> O=C(CCC(=O)c1ccc(Br)cc1)Nc1cccc(C(F)(F)F)c1
 : 2	-3%	73	0%
> COc1cccc2[nH]c3c(Cl)ncnc3c12
 : /	/	?	-5%
> Cn1c(=O)c2c(nc(Cl)n2Cc2ccc(Cl)c(Cl)c2)n(C)c1=O
 : -19	-5%	33	7%
> COc1ccc(C(OC(=O)c2ccco2)C(=O)NCc2ccc(C)cc2)cc1 (stereo not drawn)
 : 14	-17%	19	-3%
> COCCOC(=O)C1=C(C)NC(C)=C(C(=O)OC(C)C)[C@H]1c1cccc([N+](=O)[O-])c1
 : 0[20.6 µM]	7%[25.6 µM]	/	3%[25.6 µM]
> CCNc1nc(CSc2ccccc2)nc2sc(C)c(C)c12
 : 17	/	0	-7%
> Cn1cc(C(=O)c2ccc(Cl)cc2)cc1-c1nc2ccccc2n1C
 : 9	12%	29	-9%
> Nc1ccccc1Sc1ccccc1[N+](=O)[O-]
 : /	/	-12	2%
> CN1C(=O)C(O)(C2COC(C)(C)CC2=O)c2cc(Br)ccc21 (stereo not drawn)
 : 11	8%	26	-1%
> COC(=O)c1ccc(C23CC4(C2)[C@H](CN(Cc2ccc(-c5ccccc5)cc2)[C@@H]4c2ccccc2)C3c2ccccc2)cc1 (stereo partly drawn)
 : /	9%	/	-3%
> Cc1cnc(-c2nnc(N(C)C(=O)C3CCOC3)s2)cn1 (stereo not drawn)
 : 7	-4%	40	-2%
> CC(C)N=C(N)/N=C(\N)Nc1ccc(Cl)cc1
 : -3[20.6 µM]	5%[25.6 µM]	/	-1%[25.6 µM]
> Cc1ccc(NC(=O)CCN2CCN(C/C=C/c3ccccc3)CC2)cc1
 : 3	38%[activator]	26	13%
> CC(C)C(C)NC(=O)COc1ccc(-c2ccccc2)cc1 (stereo not drawn)
 : 6	-1%	53	1%
> CCCOc1ccc(C(=O)NCC(c2ccco2)N(C)C)cc1 (stereo not drawn)
 : 10	/	?	-2%
> Clc1ccccc1-c1nc2ccccc2c2nc3ccccc3n12
 : -11	/	?	4%
> O=C(NC(C(=O)c1ccccc1)N1CCCCC1)c1ccccc1 (stereo not drawn)
 : 12	9%	?	-6%
> Cn1c(-c2ccc3c(c2)OCO3)cnc1NCc1ccccc1
 : 14	1%	-21	-2%
> Cc1ccc(NC(=O)CSc2ccc3nnc(CCNC(=O)c4ccccc4)n3n2)c(C)c1
 : -3	/	?	-3%
> Fc1ccc2nc(Nc3nc4cc5c(cc4s3)OCO5)sc2c1
 : /	/	?	-1%

As entered above.
Cc1cnc(-c2nnc(N(C)C(=O)C3CCOC3)s2)cn1 (stereo not drawn) in ALOX15B inhib → -4%
CCCOc1ccc(C(=O)NCC(c2ccco2)N(C)C)cc1 (stereo not drawn) in ALOX12 inhib → -2%
Cc1ccc(NC(=O)CSc2ccc3nnc(CCNC(=O)c4ccccc4)n3n2)c(C)c1 in IMPase cell inh → -3
Clc1ccccc1-c1nc2ccccc2c2nc3ccccc3n12 in IMPase cell inh → -11
Cc1ccc(NC(=O)CCN2CCN(C/C=C/c3ccccc3)CC2)cc1 in ALOX12 inhib → 13%
Fc1ccc2nc(Nc3nc4cc5c(cc4s3)OCO5)sc2c1 in ALOX12 inhib → -1%

Additional structures
Each structure is followed by: IMPase cell inh	ALOX15B inhib	PNC inhibitor	ALOX12 inhib
> Cc1cc(C)nc(NC2=NCC(=O)N2c2ccc(F)c(Cl)c2)n1
 : -11	5%	67	-2%
> O=c1cc(-c2ccccc2)[nH]c2nc(Cl)ccc12
 : 2	-12%	/	-4%
> O=C(/C=C/c1c(Cl)cccc1Cl)N1CCN(c2ncccn2)CC1
 : 6	-2%	-26	-12%
> O=C1CCCCC1Sc1nnc(Cc2cccs2)n1CCc1ccccc1 (stereo not drawn)
 : 7	-6%	-20	-16%
> CCSc1nnc(NC(=O)c2cccnc2)s1
 : 2	0%	22	7%
> CC(=O)NC(=S)Nc1ccc(NC(=O)c2cccs2)cc1
 : -3	/	?	-1%
> COc1ccc(-c2nc(SCC(=O)N3CCOCC3)n[nH]2)cc1
 : 1	3%	-18	2%
> CN1C(=O)N(C)C2(c3ccccc3)Nn3c(s/c(=C/c4ccco4)c3=O)=NC12c1ccccc1 (stereo not drawn)
 : -8	-24%	21	-21%
> COc1ccc(NC(=O)c2cc3c(s2)CCC(C)C3)cc1S(=O)(=O)N1CCOCC1 (stereo not drawn)
 : /	/	?	-2%
> CC(=O)N(c1ccc(C)cc1)C1C=CS(=O)(=O)C1 (stereo not drawn)
 : 3	-1%	-14	2%
> O=C(Oc1ccc2c(-c3ccccc3)cc(=O)oc2c1)c1cccs1
 : /	/	-4	-6%
> Cc1cc(=O)n2[nH]c(N3C(=O)CCC3=O)nc2n1
 : -3	-13%	10	-1%
> COc1ccc(NC(=O)CCCN2C(=O)C3C4C=CC(C4)C3C2=O)c(OC)c1 (stereo not drawn)
 : 0	/	?	0%
> COC(=O)Nc1ccc(S(=O)(=O)n2cnc3ccccc32)cc1
 : -9	1%	-4	-1%
> CCn1c(=O)n(CC(=O)Nc2cc(OC)c(OC)c(OC)c2)c(=O)c2ccccc21
 : -5	6%	39	-4%
> COc1ccc(CN2CCN(c3ccc(F)cc3)CC2)c(OC)c1OC
 : /	/	?	-4%
> N#C[C@@H](N=Nc1ccccc1C(=O)O)C(N)=O
 : /	-2%[11.4 µM]	/	-1%[11.4 µM]
> O=C(Nc1cccc(-c2cn3ccccc3n2)c1)c1cccc(Cl)c1
 : 8	5%	28	-1%
> Cc1cc(OCCCC(=O)N2CCCCC2)cc(C)c1Cl
 : 12	7%	?	-3%
> Cc1cc(C(=O)OC(C)C(=O)Nc2cccc(S(=O)(=O)N3CCOCC3)c2)c(C)o1 (stereo not drawn)
 : 1	4%	-14	-3%
> COc1ccc(NC(=O)COC(=O)c2ccc(N3CCCC3=O)cc2)cc1OC
 : 8	10%	17	9%
